Compound activity (PubChem)
NALP1 inh: NALP1 inflammasome inhibitors in reconstituted yeast, colorimetric, S. cerevisiae, triplicate retest | S. cerevisiae NALP1/ASC/caspase-1 growth, X-gal OD620, 72 h | inhibition, % at 10 µM | AID 2071, 2009 | 280,000 compounds, 0.61% hits; in the data active = inhibition mostly above about 24%, no sharp cut-off; inactive = mostly below about 32%; also: some compounds called inactive have numbers as strong as hits
PHOSPHO1 inh: PubChem AID 1565 | recombinant PHOSPHO1, absorbance phosphatase assay | inhibition, % at 13.3 µM | Phosphoethanolamine/phosphocholine phosphatase (Homo sapiens), Q8TCT1 | 290,000 compounds, 1.1% hits; in the data active = inhibition above about 60%
MEKK2wt PB1 HTS: modulators of MEK5 binding to wildtype MEKK2, primary screen, biochemical, multiplex bead flow cytometry, Alexa488-MEK5; Alexa488-MEK5 binding to MEKK2 WT; actives lie on both sides; Mitogen-activated protein kinase kinase kinase 2 (Homo sapiens), Q9Y2U5; AID 1531, 2009; binding response (% of control), % at 10 µM; 290,000 compounds, 1.1% hits; in the data active = binding response below about 67% or above about 130%
MEKK3 PB1 HTS: modulators of MEKK3-MEK5 PB1 binding, primary screen, biochemical, wildtype MEKK3, multiplex bead flow cytometry, Alexa488-MEK5. 290,000 compounds, 1.4% hits. Mitogen-activated protein kinase kinase kinase 3 (Homo sapiens), Q99759. binding response (% of control), % at 10 µM. bead-based flow cytometry, Alexa488-MEK5 binding to MEKK3; actives lie on both sides; 0 = blocked by unlabeled MEK5, 100 = vehicle. AID 1529, 2009;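 active = binding response more than 3 SD above or below the average of its plate-row segment, actives on both sides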;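 also: Alexa488 bead fluorescence after subtracting the streptavidin-only scavenger bead signal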
Target sequence (Q99759 whole entry, looked up): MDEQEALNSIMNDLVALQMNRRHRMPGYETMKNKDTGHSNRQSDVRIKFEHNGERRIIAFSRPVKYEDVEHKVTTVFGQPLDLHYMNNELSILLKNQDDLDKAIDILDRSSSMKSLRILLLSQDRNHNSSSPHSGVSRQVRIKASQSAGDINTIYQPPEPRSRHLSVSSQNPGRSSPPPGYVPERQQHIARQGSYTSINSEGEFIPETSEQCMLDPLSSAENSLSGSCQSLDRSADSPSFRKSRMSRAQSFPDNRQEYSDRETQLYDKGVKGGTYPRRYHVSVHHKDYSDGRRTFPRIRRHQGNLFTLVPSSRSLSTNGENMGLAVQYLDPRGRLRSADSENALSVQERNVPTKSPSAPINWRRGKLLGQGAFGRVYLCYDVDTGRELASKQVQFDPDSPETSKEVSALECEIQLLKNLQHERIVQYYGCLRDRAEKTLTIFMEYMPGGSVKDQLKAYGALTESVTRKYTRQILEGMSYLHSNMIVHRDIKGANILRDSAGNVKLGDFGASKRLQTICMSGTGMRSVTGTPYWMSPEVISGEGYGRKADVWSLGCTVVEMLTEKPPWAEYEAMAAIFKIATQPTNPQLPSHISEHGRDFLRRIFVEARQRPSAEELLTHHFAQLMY
FID counter: compounds displacing fluorescent DNA intercalator, primary screen, artefact control for HCV NS3 helicase inhibitor project, biochemical, FID fluorescence | DNA fluorescent intercalator displacement | inhibition, % at 7.9 µM | 290,000 compounds, 0.17% hits | AID 1845, 2009; in the data active = inhibition above about 37%;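 also: 0% = vehicle and 100% = reference compound; higher means more ethidium bromide displaced from hairpin DNA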
MEKK2 mut-MEK5: MEK5 binding signal on mutant MEKK2 PB1, primary screen, biochemical, multiplex bead flow cytometry, Alexa488-MEK5; percent response, % at 10 µM; 290,000 compounds, 0.35% hits; Alexa488-MEK5 binding to MEKK2 mutant; AID 1530, 2009; in the data active = percent response above about 24%, passing the limit was not always enough; also: inactives centre near 1; some results filed as inactive read as strong as hits; reference of the scale not given here
OXTR ag: human OXTR agonists, primary screen, fluorescence, CHO-OTR cells, Fluo-8 calcium | Oxytocin receptor (Homo sapiens), P30559 | Fluo-8 calcium fluorescence; normalized: DMSO 0%, oxytocin 100% | activation, % at 3 µM | 320,000 compounds, 0.32% hits | AID 2435, 2010;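 active = activation above the mean of all tested compounds plus 3 SD, cutoff set per screening run, cut at about 20% in these data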;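 also: peak over basal fluorescence ratio from a 100 s FLIPR kinetic read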
Target sequence (P30559 whole entry, looked up): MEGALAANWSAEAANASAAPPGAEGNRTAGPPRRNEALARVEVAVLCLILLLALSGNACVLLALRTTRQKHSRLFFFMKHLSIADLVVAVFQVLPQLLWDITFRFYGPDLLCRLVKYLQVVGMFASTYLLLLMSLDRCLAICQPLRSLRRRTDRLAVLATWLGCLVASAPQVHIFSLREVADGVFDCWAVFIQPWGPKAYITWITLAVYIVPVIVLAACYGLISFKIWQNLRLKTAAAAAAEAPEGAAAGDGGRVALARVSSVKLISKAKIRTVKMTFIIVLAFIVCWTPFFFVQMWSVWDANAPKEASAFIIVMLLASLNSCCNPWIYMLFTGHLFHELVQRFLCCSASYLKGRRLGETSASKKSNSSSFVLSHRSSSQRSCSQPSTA
GPR7 antagonist: GPR7 receptor antagonists, primary screen, cell-based, fluorescence, single concentration. inhibition, % at 4.4 µM. GPR7-expressing cells, fluorescence antagonist assay. Neuropeptides B/W receptor type 1 (Homo sapiens), P48145. 290,000 compounds, 1.1% hits; in the data active = inhibition above about 16%, passing the limit was not always enough;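 also: cells stimulated with the agonist NPW; 0% = agonist with vehicle and 100% = vehicle without agonist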
PfM18AAP inh: PfM18AAP inhibitors, malaria aminopeptidase, primary screen, biochemical, QFRET, recombinant enzyme; 290,000 compounds, 1.2% hits; inhibition, % at 7.35 µM; M18 aspartyl aminopeptidase (Plasmodium falciparum 3D7); H-Glu-NHMec fluorogenic cleavage;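 active = inhibition above the campaign mean inhibition over all tested compounds plus 3 SD, cut at about 28% in these data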;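 also: 0% = plate median of test compound wells and 100% = 2 mM ZnCl2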
The depositor's hits bear a star.

How did COCCNC(=O)C1Nc2ccc(OC(F)(F)F)cc2C2C=CCC12 (configuration not stated) do in these assays?
MEKK2wt PB1 HTS: 102.0; MEKK3 PB1 HTS: 101.0; MEKK2 mut-MEK5: 1.0; OXTR ag: 1.1

Results for CC(=O)Nc1ccc(NC(=O)c2ccccc2C)cc1 ?
NALP1 inh: 24.1; PHOSPHO1 inh: -8.7; MEKK2wt PB1 HTS: 104.0; MEKK3 PB1 HTS: 105.0; FID counter: -1.2; MEKK2 mut-MEK5: 2.0; OXTR ag: -0.2; GPR7 antagonist: -3.6; PfM18AAP inh: -11.5

Results for CCCc1nc2ccccc2c(C(=O)OCC(=O)Nc2ccc(S(=O)(=O)N3CCOCC3)cc2)c1CC ?
NALP1 inh: 18.7; PHOSPHO1 inh: 23.8; MEKK2wt PB1 HTS: 113.0; MEKK3 PB1 HTS: 95.0; FID counter: -10.1; MEKK2 mut-MEK5: -4.0; OXTR ag: 1.3; GPR7 antagonist: -7.1; PfM18AAP inh: -2.9

Results for COc1ccc(NC(=O)Nc2nccs2)cc1 ?
NALP1 inh: 28.8; PHOSPHO1 inh: -9.8; MEKK2wt PB1 HTS: 100.0; MEKK3 PB1 HTS: 103.0; FID counter: 0.4; MEKK2 mut-MEK5: 3.0; OXTR ag: 1.9; GPR7 antagonist: -2.7; PfM18AAP inh: 2.7

Results for CSCC[C@H](NC(=O)OC(C)(C)C)c1nnc(SCC(=O)Nc2c(C)cccc2C)o1 ?
NALP1 inh: 14.1; PHOSPHO1 inh: -13.5; MEKK2wt PB1 HTS: 100.0; MEKK3 PB1 HTS: 100.0; FID counter: -18.9; MEKK2 mut-MEK5: -2.0; OXTR ag: -0.5; GPR7 antagonist: 1.8; PfM18AAP inh: -0.8

What do the screens show for `CC(C)c1ccccc1NC(=O)CC1(CC(=O)O)CCCC1`?
NALP1 inh: 9.8; PHOSPHO1 inh: 19.7; MEKK2wt PB1 HTS: 58.0; MEKK3 PB1 HTS: 55.0; FID counter: -5.3; MEKK2 mut-MEK5: -25.0; OXTR ag: -0.1; GPR7 antagonist: -0.5; PfM18AAP inh: -7.8

Results for O=C(CCn1cnnn1)Nc1ccc(F)cc1 ?
NALP1 inh: 7.5; PHOSPHO1 inh: -114.7; MEKK2wt PB1 HTS: 96.0; MEKK3 PB1 HTS: 91.0; FID counter: -0.4; MEKK2 mut-MEK5: -1.0; OXTR ag: -0.5; GPR7 antagonist: -10.4; PfM18AAP inh: -3.5

How did Cc1nc2c(C(F)(F)F)cccc2c2c1CCS2 do in these assays?
NALP1 inh: 30.0; PHOSPHO1 inh: 57.8; MEKK2wt PB1 HTS: 93.0; MEKK3 PB1 HTS: 100.0; FID counter: -4.0; MEKK2 mut-MEK5: -6.0; OXTR ag: -2.5; GPR7 antagonist: -14.1; PfM18AAP inh: 0.6

Results for COc1ccc(OC)c(/C=N/N(CCC#N)C2=NS(=O)(=O)c3ccccc32)c1 ?
NALP1 inh: 17.6; PHOSPHO1 inh: 11.4; MEKK2wt PB1 HTS: 102.0; MEKK3 PB1 HTS: 103.0; FID counter: -10.8; MEKK2 mut-MEK5: 2.0; OXTR ag: 0.9; GPR7 antagonist: -2.6; PfM18AAP inh: -7.5

What do the screens show for `COC(=O)/C(=C(/F)SCC(C)=O)C(F)(F)F`?
NALP1 inh: -12.9; PHOSPHO1 inh: 21.0; MEKK2wt PB1 HTS: 99.0; MEKK3 PB1 HTS: 93.0; FID counter: -2.7; MEKK2 mut-MEK5: 1.0; OXTR ag: -1.2; GPR7 antagonist: -9.4; PfM18AAP inh: -8.8

Results for CCO[C@H]1OC(C(=O)NCc2nc3ccccc3[nH]2)=C[C@@H](c2ccccc2)[C@@H]1CCCO ?
NALP1 inh: 8.5; PHOSPHO1 inh: 30.4; MEKK2wt PB1 HTS: 72.0; MEKK3 PB1 HTS: 73.0; FID counter: -21.5; MEKK2 mut-MEK5: 2.0; OXTR ag: 0.1; GPR7 antagonist: -4.5; PfM18AAP inh: -8.0

How did O=C(N/N=C/c1cccc(Oc2ccccc2)c1)c1ccncc1 do in these assays?
NALP1 inh: 14.9; PHOSPHO1 inh: 4.5; MEKK2wt PB1 HTS: 90.0; MEKK3 PB1 HTS: 94.0; FID counter: -11.3; MEKK2 mut-MEK5: -8.0; OXTR ag: 3.0; GPR7 antagonist: 2.7; PfM18AAP inh: -0.3

Results for Cc1ccc(S(=O)(=O)NC(CC(N)=O)C(=O)O)cc1 (configuration not stated) ?
NALP1 inh: 14.9; PHOSPHO1 inh: -5.5; MEKK2wt PB1 HTS: 102.0; MEKK3 PB1 HTS: 101.0; FID counter: 1.4; MEKK2 mut-MEK5: 4.0; OXTR ag: 0.3; GPR7 antagonist: -12.6; PfM18AAP inh: 10.8

Results for CCOCCCNC(=O)C(c1ccc(C)cc1)N(Cc1cccs1)C(=O)c1ccccc1O (configuration not stated) ?
NALP1 inh: 8.6; PHOSPHO1 inh: -12.7; MEKK2wt PB1 HTS: 107.0; MEKK3 PB1 HTS: 104.0; FID counter: -30.8; MEKK2 mut-MEK5: 4.0; OXTR ag: 0.3; GPR7 antagonist: -8.4; PfM18AAP inh: -14.0

How did O=C(CN1C(=O)CCS(=O)(=O)c2ccccc21)Nc1ccc(Cl)cc1 do in these assays?
NALP1 inh: 17.9; PHOSPHO1 inh: 29.0; MEKK2wt PB1 HTS: 105.0; MEKK3 PB1 HTS: 100.0; FID counter: -12.9; MEKK2 mut-MEK5: 1.0; OXTR ag: 2.9; GPR7 antagonist: -5.4; PfM18AAP inh: -5.0

What do the screens show for `CCOC(=O)C1C(=O)NC(c2ccccc2)=NC1c1ccccc1` (configuration not stated)?
NALP1 inh: -6.3; PHOSPHO1 inh: 12.2; MEKK2wt PB1 HTS: 110.0; MEKK3 PB1 HTS: 103.0; FID counter: -7.3; MEKK2 mut-MEK5: 10.0; OXTR ag: 0.4; GPR7 antagonist: -8.3; PfM18AAP inh: 0.3

Results for CN1CCN(S(=O)(=O)c2ccc(CNC(=O)c3ccccc3)s2)CC1 ?
NALP1 inh: 13.8; PHOSPHO1 inh: 28.0; MEKK2wt PB1 HTS: 109.0; MEKK3 PB1 HTS: 102.0; FID counter: 0.9; MEKK2 mut-MEK5: 6.0; OXTR ag: -0.7; GPR7 antagonist: -2.1; PfM18AAP inh: -4.2

How did Cc1ccc(N2C(=O)c3cccc4c([N+](=O)[O-])ccc(c34)C2=O)c2cccnc12 do in these assays?
PHOSPHO1 inh: 0.1; MEKK2wt PB1 HTS: 90.0; MEKK3 PB1 HTS: 87.0; FID counter: -4.4; MEKK2 mut-MEK5: -19.0; OXTR ag: 0.0; GPR7 antagonist: -9.0; PfM18AAP inh: -4.1

Results for O=C(/C=C/c1ccc(F)cc1)NCc1ccco1 ?
NALP1 inh: 34.2; PHOSPHO1 inh: -2.8; MEKK2wt PB1 HTS: 89.0; MEKK3 PB1 HTS: 92.0; FID counter: -5.1; MEKK2 mut-MEK5: -4.0; OXTR ag: -1.6; GPR7 antagonist: -1.1; PfM18AAP inh: 0.3

How did Cc1onc(-c2ccccc2)c1C(=O)N1CCCC1 do in these assays?
NALP1 inh: 9.3; PHOSPHO1 inh: 28.7; MEKK2wt PB1 HTS: 107.0; MEKK3 PB1 HTS: 104.0; FID counter: -4.4; MEKK2 mut-MEK5: 8.0; OXTR ag: 0.7; GPR7 antagonist: -5.4; PfM18AAP inh: -0.2

Next part; the last 2 above are carried over.
Results for O=C(/C=C/c1ccc(F)cc1)NCc1ccco1 ?
NALP1 inh: 34.2; PHOSPHO1 inh: -2.8; MEKK2wt PB1 HTS: 89.0; MEKK3 PB1 HTS: 92.0; FID counter: -5.1; MEKK2 mut-MEK5: -4.0; OXTR ag: -1.6; GPR7 antagonist: -1.1; PfM18AAP inh: 0.3

How did Cc1onc(-c2ccccc2)c1C(=O)N1CCCC1 do in these assays?
NALP1 inh: 9.3; PHOSPHO1 inh: 28.7; MEKK2wt PB1 HTS: 107.0; MEKK3 PB1 HTS: 104.0; FID counter: -4.4; MEKK2 mut-MEK5: 8.0; OXTR ag: 0.7; GPR7 antagonist: -5.4; PfM18AAP inh: -0.2

How did CC1CCCCN1S(=O)(=O)c1cn(C)c(=O)n(C)c1=O (configuration not stated) do in these assays?
NALP1 inh: 16.9; PHOSPHO1 inh: 35.7; MEKK2wt PB1 HTS: 87.0; MEKK3 PB1 HTS: 107.0; FID counter: 0.1; MEKK2 mut-MEK5: 10.0; OXTR ag: 0.3; GPR7 antagonist: 7.9; PfM18AAP inh: 9.7

How did COc1cc(-n2c(C)nc3cc(C(=O)O)ccc32)cc(OC)c1OC do in these assays?
NALP1 inh: -3.0; PHOSPHO1 inh: -13.4; MEKK2wt PB1 HTS: 102.0; MEKK3 PB1 HTS: 99.0; FID counter: 2.2; MEKK2 mut-MEK5: -5.0; OXTR ag: 0.7; GPR7 antagonist: -6.5; PfM18AAP inh: -6.5

What do the screens show for `c1ccc(N2CCN(C3CCSC3)CC2)cc1` (configuration not stated)?
NALP1 inh: 0.3; PHOSPHO1 inh: -25.3; MEKK2wt PB1 HTS: 101.0; MEKK3 PB1 HTS: 100.0; FID counter: -4.8; MEKK2 mut-MEK5: 0.0; OXTR ag: -1.3; GPR7 antagonist: -11.9; PfM18AAP inh: 3.8

Results for Cc1cc(N2CCCC2)n2nc(C)nc2n1 ?
NALP1 inh: 26.2; PHOSPHO1 inh: -28.3; MEKK2wt PB1 HTS: 105.0; MEKK3 PB1 HTS: 117.0; FID counter: -8.7; MEKK2 mut-MEK5: -1.0; OXTR ag: -0.2; GPR7 antagonist: -5.2; PfM18AAP inh: -11.3

What do the screens show for `COc1ccc(-c2onc3ccc(Cl)cc23)cc1`?
NALP1 inh: 3.5; PHOSPHO1 inh: 35.2; FID counter: -5.1; OXTR ag: 0.2; GPR7 antagonist: -0.9; PfM18AAP inh: 20.5

How did Cc1ccc(OCc2cc(C(=O)N3CCc4sccc4C3)no2)cc1C do in these assays?
NALP1 inh: -10.4; PHOSPHO1 inh: 27.4; MEKK2wt PB1 HTS: 100.0; MEKK3 PB1 HTS: 101.0; FID counter: -36.4; MEKK2 mut-MEK5: -4.0; GPR7 antagonist: -12.1; PfM18AAP inh: 0.8

Results for C=CCn1c(=N)n(CC(O)COc2ccccc2OC)c2ccccc21 (configuration not stated) ?
NALP1 inh: -9.8; PHOSPHO1 inh: -2.3; MEKK2wt PB1 HTS: 107.0; MEKK3 PB1 HTS: 104.0; FID counter: 11.9; MEKK2 mut-MEK5: 11.0; OXTR ag: 0.9; GPR7 antagonist: 8.4; PfM18AAP inh: -9.8

2 neighbouring compounds out of the list so far, for reference:
How did Cc1ccc(OCc2cc(C(=O)N3CCc4sccc4C3)no2)cc1C do in these assays?
NALP1 inh: -10.4; PHOSPHO1 inh: 27.4; MEKK2wt PB1 HTS: 100.0; MEKK3 PB1 HTS: 101.0; FID counter: -36.4; MEKK2 mut-MEK5: -4.0; GPR7 antagonist: -12.1; PfM18AAP inh: 0.8

Results for C=CCn1c(=N)n(CC(O)COc2ccccc2OC)c2ccccc21 (configuration not stated) ?
NALP1 inh: -9.8; PHOSPHO1 inh: -2.3; MEKK2wt PB1 HTS: 107.0; MEKK3 PB1 HTS: 104.0; FID counter: 11.9; MEKK2 mut-MEK5: 11.0; OXTR ag: 0.9; GPR7 antagonist: 8.4; PfM18AAP inh: -9.8
